# Source: PubChem
# TbPYK inhibitor: blocks Trypanosoma brucei pyruvate kinase. Q57TT1. Potency, µM (titrated, usually from 76.8 µM), for inactives: top-dose activity, negative = inhibition, actives largely listed as inhibitors. TbPYK enzyme, Kinase-Glo Plus ATP luminescence, 45 min. actives 0.12% (n = 410,000). AID 624173; further: potency means the concentration at half of the fitted maximal effect; on the % scale 0 is the no-effect control and ±100 the full control effect; nearly all actives have a fitted effect of over 50% in size
#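 Assay buffer: 50 mM TEA pH 7.2, 100 mM KCl, 10 mM MgCl2, 0.05% BSA, 0.01% Tween-20. Pyruvate kinase from T. brucei plus substrate met compound, then ADP (130 uM final). Luminescence was read post 45 min RT.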
# Pf growth 48h: P. falciparum growth inhibition at 48 hours (one generation); P. falciparum luciferase growth in erythrocytes, 48 h; Potency, µM (doses to about 28.7 µM), without a hit: top-dose activity change, negative = inhibition, actives largely listed as inhibitors; actives 5.9% (n = 310,000); AID 504832; further: potency means the concentration at half of the fitted maximal effect; on the % scale 0 is the no-effect control and ±100 the full control effect
#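 Growth was read as firefly luciferase luminescence after a 48 h, 37 C, 5% CO2 exposure of compounds to reporter-bearing P. falciparum cultures (0.1% parasitemia, 2% hematocrit final) in Albumax-supplemented RPMI 1640.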
# Shiga toxin inh: blocks Shiga toxin action in Vero cells; Vero cells, Shiga toxin protein synthesis inhibition reporter; inhibition, % at 38.7 µM; actives 9.2% (n = 290,000); AID 2315; in the data active means inhibition mostly above about 28%, no sharp cut-off; inactive means mostly below about 43%; further: 0% is about no effect
# Cycloheximide cs: affects cycloheximide protein synthesis inhibition readout, counter-screen; AID 2314; actives 12% (n = 300,000); max response, %; cell reporter, cycloheximide protein synthesis inhibition counterscreen; in the data active means max response mostly above about 13%, no sharp cut-off; inactive means mostly below about 14%; further: read at 38.3 µM for the half of the compounds with a filed dose; 0% is about no effect
# Pf growth 96h: P. falciparum growth inhibition at 96 hours | Potency, µM (top dose mostly 28.7 µM), for the others: at the top dose activity change, negative = inhibition, most hits filed as inhibitors | AID 504834 | actives 6.9% (n = 320,000) | P. falciparum luciferase reporter growth, 96 h; further: potency means the concentration at half of the fitted maximal effect; on the % scale 0 is the no-effect control and ±100 the full control effect
#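 Plates of compound plus infected erythrocytes (2% hematocrit, 0.05% parasitemia final) incubate 96 hours, 37 C, 5% CO2. Detection reagent added; reduced luminescence from the parasites' luciferase reporter flags inhibition.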
# LmPK inhibitor: inhibitors of Leishmania mexicana pyruvate kinase | Q27686 | purified LmPK, Kinase-Glo ATP luminescence, 1 h | Potency, µM (series often up to 57.5 µM), for the others: at the top dose activity change, negative = inhibition, most hits filed as inhibitors | actives 0.37% (n = 290,000) | AID 1721; further: potency means the concentration at half of the fitted maximal effect; on the % scale 0 is the no-effect control and ±100 the full control effect
# Target sequence (Q27686 whole entry, looked up): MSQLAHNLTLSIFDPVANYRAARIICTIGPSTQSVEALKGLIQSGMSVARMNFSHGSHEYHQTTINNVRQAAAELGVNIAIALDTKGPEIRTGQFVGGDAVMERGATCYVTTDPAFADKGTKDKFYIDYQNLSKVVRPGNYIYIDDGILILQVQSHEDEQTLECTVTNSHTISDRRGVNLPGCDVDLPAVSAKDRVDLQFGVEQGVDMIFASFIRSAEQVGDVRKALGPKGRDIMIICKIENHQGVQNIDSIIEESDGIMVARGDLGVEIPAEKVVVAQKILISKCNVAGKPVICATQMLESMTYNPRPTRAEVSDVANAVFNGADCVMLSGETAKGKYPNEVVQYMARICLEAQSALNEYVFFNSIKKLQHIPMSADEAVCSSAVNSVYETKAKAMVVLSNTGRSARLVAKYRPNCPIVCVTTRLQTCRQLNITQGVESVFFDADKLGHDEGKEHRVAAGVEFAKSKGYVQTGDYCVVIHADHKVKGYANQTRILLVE
#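 qHTS format; LmPK 0.1 nM; substrates PEP 0.5 mM and ADP 0.1 mM. One-hour room-temperature incubation, then coupled luciferase luminescence; 0.5 nM enzyme wells mark activation.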
# AMA1 RON2 block: disrupts binding of P. falciparum AMA1 to RON2 | Potency, µM (highest dose often 58.2 µM), without a hit: top-dose activity change, negative = inhibition, most hits filed as inhibitors | AlphaScreen AMA1-biotinylated RON2 peptide binding | actives 0.2% (n = 360,000) | AID 720542;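 further: potency means the concentration at half of the fitted maximal effect; 0% = vehicle wells and -100% = peptide control; nearly all actives have a fitted effect of over 45% in size; some results filed as inactive show a strong effect at the top dose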
#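 AMA1 (3D7) with his tag at 25 nM final met compounds first, then biotinylated RON2 peptide at 25 nM; detection used donor plus acceptor beads, 10 µg/mL apiece, read by AlphaScreen after 30 min at room temperature.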
# Numbers without * were called inactive; u = inconclusive; x = no result given; [ ] = remark or other dose. Unless noted, the call rests on the fitted dose curve; in most records, active means well fitted curve in the direction sought with a large enough effect; inconclusive means small, poorly fitted or top-dose-only effect, or another doubt; inactive means no such curve, though single readings can be large; an effect the other way counts as inactive or inconclusive.
No.	compound	TbPYK inhibitor	Pf growth 48h	Shiga toxin inh	Cycloheximide cs
1	COc1cc(CN2CCC(n3nccc3NC(=O)C3CCOC3)CC2)ccc1F (centres undefined)	-6%	94%[activator]	12	6
2	COc1ccc(-c2[nH]ncc2CN2CCCO2)cc1F	-7%	4%	27	-2
3	COc1ccc(C(=O)O/N=C(\N)c2ccccc2)cc1OC	-2%	74%[activator]	91*	44*
4	C[C@H](NC(=O)[C@@H]1CSC2c3ccccc3C(=O)N21)C(=O)NCCc1ccccc1 (some centres undefined)	3%	50%[activator]	51*	43*
5	Cn1c(O)c(N=NC(=O)c2cccc(S(=O)(=O)N3CCCCC3)c2)c2ccccc21	-11%	10µM*	-7	-1
6	NC(=O)N/N=C/c1cn(CC(=O)Nc2ccc(F)cc2)c2ccccc12	7%	4%	-6	-2
7	CC(=O)c1ccc(N(CC(=O)NCC2CCCO2)C(=O)CCC(=O)Nc2cc(C)on2)cc1 (centres undefined)	-1%	15%	-16	0
8	Cc1cc(C)n2nc(-c3ccc(Cl)cc3)cc2n1	10%	170%[activator]	100*	43*
9	CCN(CC)CCCNC(=S)N(Cc1cccnc1)Cc1cc2cc(C)cc(C)c2[nH]c1=O	-14%	u	-6	-3
10	CC(=O)Nc1ccc(C(=O)OCCc2ccccc2)cc1	6%	158%[activator]	64*	42*
11	COc1ccc(NC(=S)Nc2ccc(Oc3ccccc3)cc2)cc1	-11%	-25%	16	2
12	O=C(Cn1cnc2ccccc2c1=O)c1ccc(Cl)cc1	-2%	84%[activator]	120*	44*
13	Cc1cccc(C2C3=C(Nc4[nH]n(-c5ccccc5)c(=O)c42)c2ccccc2C3=O)c1 (centres undefined)	8%	u	-8	-2
14	NC(=O)c1ccsc1NC(=O)COC(=O)Cc1n[nH]c(=O)c2ccccc12	-9%	31%[activator]	x	x
15	CC(C)(C)OC(=O)N[C@@H](Cc1ccccc1)c1nnc(S(=O)(=O)Cc2cccc(F)c2)o1	-22%	u	33	21*

No.	Pf growth 96h	LmPK inhibitor	AMA1 RON2 block
1	-15%	-2%	-2%
2	9%	10%	-4%
3	4%	-1%	-1%
4	96%[activator]	5%	-2%
5	7.4µM*	5%	-7%
6	26%	2%	-2%
7	37%[activator]	-6%	7%
8	212%[activator]	0%	8%
9	u	5%	-1%
10	260%[activator]	-2%	-5%
11	u	5%	-4%
12	77%[activator]	0%	-6%
13	u	-5%	-12%
14	57%[activator]	x	3%
15	u	4%	12%

# Later entries:
No.	compound	TbPYK inhibitor	Pf growth 48h	Shiga toxin inh	Cycloheximide cs
16	O=c1[nH]c(O)c(/C=C2\C=NN=C2c2ccccc2)c(=O)[nH]1	u	x	-19	-4
17	CC(C)CNc1nc(Oc2ccc(=O)n(-c3ccccc3)n2)nc(N2CCOCC2)n1	4%	2%	-6	-4
18	COc1ccc(OCc2nnc(SCC(=O)NCc3ccco3)o2)cc1	-4%	-15%	-9	-2
19	C=CCNC(=O)c1ccc(NC(=O)CC2SC(N3CCCC3)=NC2=O)cc1 (centres undefined)	-13%	3%	x	x
20	CC(C)C(NC(=O)c1c(F)cccc1F)C(=O)N1CCN(S(=O)(=O)/C=C/c2ccccc2)CC1 (centres undefined)	-1%	u	x	x
21	CC1(C)Cc2c(cnn2-c2cccc(F)c2)C(NC(=O)CCN2CCCC2=O)C1 (centres undefined)	0%	41%[activator]	11	11
22	Cc1ccc(-c2nc(CS(=O)CC(=O)NCCC(C)C)c(C)o2)cc1 (centres undefined)	0%	x	-15	-4
23	Cn1cc(-c2nnnn2-c2ccc(Cl)cc2)c(=O)c2ccccc21	6%	x	-14	-2
24	Cc1occc1C(=O)N/N=C/C1=C(N2CCOCC2)C(=C\c2ccc(Cl)cc2)/CC1	u	19%	13	24*
25	Cc1c(C(=O)N2CCN(c3ccc([N+](=O)[O-])cc3)CC2)sc2ncn(CC(=O)N3CCOCC3)c(=O)c12	4%	-29%	-11	7
26	Cc1ccc2nc(NC3=NC(CC(=O)O)C(=O)N3)nc(C)c2c1 (centres undefined)	x	25%	21	1
27	O=C(Cn1ncc2c3ccccc3n(Cc3cccc(Cl)c3)c2c1=O)NCC1CCCO1 (centres undefined)	-2%	u	-9	5
28	N#Cc1c(/N=C/C2C(=O)NC(=S)NC2=O)sc2c1CCCC2	u	-7%	-6	1
29	O=C(CNc1cccc([N+](=O)[O-])c1)NCCCc1ccccc1	-2%	7%	4	-2
30	CCOC(=O)[C@H](O)[C@@H](O)c1cccc([C@H](O)[C@@H](O)C(=O)OCC)c1	0%	36%[activator]	-6	-3

No.	Pf growth 96h	LmPK inhibitor	AMA1 RON2 block
16	-25%	2%	20%
17	-8%	6%	-4%
18	8%	-5%	3%
19	-15%	x	9%
20	u	x	-8%
21	19%	-4%	6%
22	u	12%	6%
23	-20%	-1%	-4%
24	60%[activator]	5%	41%[activator]
25	u	-2%	7%
26	1%	-2%	x
27	u	1%	0%
28	-4%	-2%	-5%
29	30%[activator]	-1%	3%
30	-6%	1%	8%

# Fetched by compound from the list above (7):
No.	compound	TbPYK inhibitor	Pf growth 48h	Shiga toxin inh	Cycloheximide cs
17	CC(C)CNc1nc(Oc2ccc(=O)n(-c3ccccc3)n2)nc(N2CCOCC2)n1	4%	2%	-6	-4
22	Cc1ccc(-c2nc(CS(=O)CC(=O)NCCC(C)C)c(C)o2)cc1 (centres undefined)	0%	x	-15	-4
18	COc1ccc(OCc2nnc(SCC(=O)NCc3ccco3)o2)cc1	-4%	-15%	-9	-2
28	N#Cc1c(/N=C/C2C(=O)NC(=S)NC2=O)sc2c1CCCC2	u	-7%	-6	1
30	CCOC(=O)[C@H](O)[C@@H](O)c1cccc([C@H](O)[C@@H](O)C(=O)OCC)c1	0%	36%[activator]	-6	-3
24	Cc1occc1C(=O)N/N=C/C1=C(N2CCOCC2)C(=C\c2ccc(Cl)cc2)/CC1	u	19%	13	24*
21	CC1(C)Cc2c(cnn2-c2cccc(F)c2)C(NC(=O)CCN2CCCC2=O)C1 (centres undefined)	0%	41%[activator]	11	11

No.	Pf growth 96h	LmPK inhibitor	AMA1 RON2 block
17	-8%	6%	-4%
22	u	12%	6%
18	8%	-5%	3%
28	-4%	-2%	-5%
30	-6%	1%	8%
24	60%[activator]	5%	41%[activator]
21	19%	-4%	6%

# (further entries)
No.	compound	TbPYK inhibitor	Pf growth 48h	Shiga toxin inh	Cycloheximide cs
31	CC(C)(C)NC(=O)c1cc(NC(=O)c2cccs2)cc(NC(=O)c2cccs2)c1	-4%	0%	27	-2
32	Cc1ccc(C23CC4CC(CC(NC(=O)N5CCN(C)CC5)(C4)C2)C3)cc1	-2%	-27%	-10	-3
33	CN(C)CCN(C(=O)c1ccc(S(=O)(=O)N2CCc3ccccc32)cc1)c1nc2ccc(F)cc2s1	-22%	28%	79*	16
34	Cc1ccc(N2CCN(S(=O)(=O)c3ccc(Cl)s3)CC2C)cc1 (centres undefined)	2%	u	22*	15*
35	COc1ccc(CCn2c(SCCN3CCCCC3)nc3ccccc3c2=O)cc1OC	-6%	u	-5	-3
36	CC1(C)CC2CC(C)(CN2Cc2cccc([N+](=O)[O-])c2)C1 (centres undefined)	-2%	0%	-4	0
37	COc1ccc(CNC(=O)C23CN(Cc4ccccc4)CC2C(c2ccc([N+](=O)[O-])cc2)=NO3)cc1 (centres undefined)	-8%	6.6µM*	-8	-3
38	Cc1cccc(-c2nnc(SCC#N)n2-c2cccc(Cl)c2)c1	-4%	u	-5	-1
39	COC(=O)c1[nH]c2cccc(OC)c2c1NC(=O)CCN1CCN(c2cccc(Cl)c2)CC1	x	u	-9	-3
40	Cc1ccc(S(=O)(=O)N/N=C/c2ccc(OS(=O)(=O)c3ccc(C)c([N+](=O)[O-])c3)cc2)cc1	-4%	14%	-20	-4
41	O=c1cc(-c2ccc(O)c(O)c2)oc2c1ccc1ccccc12	-6%	u	x	x
42	CCOc1ccc(C(=O)COC(=O)C2COc3ccccc3O2)cc1 (centres undefined)	1%	6%	x	x
43	Cc1ccc(N(CC(=O)NC2CCCCC2)C(=O)CCC(=O)Nc2nccs2)cc1	2%	u	7	-3
44	COc1ccc(C2CCCN2C(=O)Nc2ccc(Cl)cc2)cc1OC (centres undefined)	-4%	x	30	14
45	CC(C)Oc1ccc(NC(=O)Oc2ccccc2)cc1	-10%	9%	21	12

No.	Pf growth 96h	LmPK inhibitor	AMA1 RON2 block
31	-17%	0%	6%
32	x	2%	7%
33	30%	-2%	0%
34	u	-3%	-29%
35	33%[activator]	1%	-4%
36	-3%	-2%	-29%
37	13µM*	0%	-24%
38	13%	5%	-6%
39	u	0%	x
40	8%	7%	9%
41	u	x	6%
42	13%	x	28%
43	19%	9%	18%
44	-26%	7%	-4%
45	68%[activator]	u	9%

# More structures follow:
No.	compound	TbPYK inhibitor	Pf growth 48h	Shiga toxin inh	Cycloheximide cs
46	COc1cc2c(cc1OC)-c1cc(Nc3ccc(C)cc3)nc(=O)n1CC2	-1%	u	-2	9
47	COCC(=O)N(CCN(C)C)Cc1cc2cc3c(cc2nc1Cl)OCO3	3%	38%[activator]	9	7
48	CCCN(C(=O)Cc1nc(N)n[nH]1)C1(C(=O)Nc2ccccc2C)CCCCC1	-8%	0%	-11	-2
49	CCOC(=O)CSc1nc2cccnc2n1C	-16%	7%	9	14
50	COc1cc(CCC(=O)Nc2c(C(=O)N3CCN(c4ccccc4)CC3)oc3ccccc23)on1	2%	u	-9	-3
51	CCOC(=O)N1CCN(C(=O)CSc2nc3c(cnn3-c3ccccc3)c(=O)[nH]2)CC1	9%	x	-9	-2
52	Cc1ccc2c(cnn2C(=O)CCC(=O)NCc2cccc(Br)c2)c1	1%	18%	-1	-1
53	Cc1ccccc1S(=O)(=O)NC1OC(=O)C(Oc2ccccc2)=C1Br (centres undefined)	2%	0%	-10	-3
54	O=C(NC1CCCCC1)C(c1ccccc1)N(Cc1ccco1)C(=O)c1csnn1 (centres undefined)	0%	-19%	-6	1
55	Cc1ccccc1OCCNC(=O)c1ccccc1Sc1ccccc1C#N	2%	-18%	-15	-3
56	COc1cccc(NC(=O)N2CCCC(C(=O)Nc3ccccc3OC)C2)c1 (centres undefined)	-6%	-22%	-19	-7
57	CC(C)c1nc2sc(C(=O)O)c(N)c2c2c1CCCC2	-22%	u	-2	-3
58	O=C(OCC1COc2ccccc2O1)c1ccccc1F (centres undefined)	-2%	x	25	19*

No.	Pf growth 96h	LmPK inhibitor	AMA1 RON2 block
46	u	-1%	-1%
47	15%	-10%	-5%
48	u	-3%	6%
49	u	1%	-12%
50	-20%	9%	-8%
51	u	1%	6%
52	2.6µM*	1%	-1%
53	96%[activator]	-4%	9%
54	5%	5%	-20%
55	-4%	0%	-21%
56	-10%	-1%	-1%
57	13µM*	-18%	23%
58	-19%	9%	34%[activator]
